# Source: PubChem BioAssay (several laboratories)
# BCLXL inh – inhibitors of human Bcl-xL; Q07817; GST-Bcl-xL / FITC-Bim BH3 peptide fluorescence polarization; inhibition, % at 10.9 µM; actives 0.7% (n = 320,000); AID 2129;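 active means inhibition above the mean of all tested compounds plus 3 SD, cutoff set per campaign, cut at about 30% in these data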;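 further: 0% = DMSO wells and 100% = unlabeled Bim-BH3 peptide competitor; inhibitors lower millipolarization by displacing the labeled peptide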
# GRK2 aptamer HTS – inhibitors of human GRK2 displacing RNA aptamer | inhibition of aptamer binding, % at 10 µM | bead flow cytometry, FAM-aptamer displacement from GRK2 | actives 0.59% (n = 330,000) | AID 488847 | P25098;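 active means inhibition of aptamer binding above 40%, roughly 3 SD of noise, on plates passing a quality check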;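 further: median bead fluorescence of bound FAM aptamer so fluorescent compounds give negative values; no value below 0 was filed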
# Fam108B inh – Fam108B inhibition, counter-screen for RBBP9 inhibitors; recombinant Fam108B, FP-Rh probe fluorescence polarization; AID 1947; inhibition, % at 9.51 µM; actives 0.33% (n = 300,000);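 active means inhibition above the screen mean inhibition plus 3 SD, computed separately per campaign, cut at about 18% in these data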;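 further: inhibitors lower polarization as less probe binds the enzyme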
# MEX-5 binding – C. elegans MEX-5 TCR-2 RNA binding activity; AID 1832; MEX-5/FITC-TCR2 RNA binding, fluorescence polarization; hits give low values; actives 0.38% (n = 300,000); activity score (negative = inhibition of binding), % at 10 µM; Q9XUB2;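 active means inhibition past about -25% in most replicates, and total fluorescence under double the plate's negative control median, limit read from the data; inconclusive means replicates evenly split on the limit, or fluorescence at least double controls; inactive means too little inhibition in most replicates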;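 further: 0% = DMSO and -100% = 5 µM competing unlabeled TCR2 RNA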
# Target sequence (Q9XUB2 whole entry, looked up): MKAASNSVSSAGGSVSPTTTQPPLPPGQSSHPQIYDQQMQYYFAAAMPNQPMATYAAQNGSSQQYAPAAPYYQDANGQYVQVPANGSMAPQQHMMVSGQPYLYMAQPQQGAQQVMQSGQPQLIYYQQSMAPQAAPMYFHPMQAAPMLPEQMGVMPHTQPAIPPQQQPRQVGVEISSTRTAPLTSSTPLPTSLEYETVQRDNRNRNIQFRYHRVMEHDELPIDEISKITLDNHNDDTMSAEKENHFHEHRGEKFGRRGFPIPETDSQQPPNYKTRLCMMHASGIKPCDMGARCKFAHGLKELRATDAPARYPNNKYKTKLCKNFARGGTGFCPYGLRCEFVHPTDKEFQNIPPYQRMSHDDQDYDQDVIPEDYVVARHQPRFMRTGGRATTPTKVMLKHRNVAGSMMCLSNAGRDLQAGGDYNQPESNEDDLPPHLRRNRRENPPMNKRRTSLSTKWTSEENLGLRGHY
# VLA-4 inh – inhibition in a human VLA-4 binding assay. VLA-4 expressing cells, ligand binding flow cytometry. inhibition, % (about 7 µM as worked out from the volumes in the protocol). actives 0.2% (n = 330,000); in the data active means inhibition above about 50%
# CIT2 TOR yeast – yeast TOR pathway CIT2-GFP modulation; actives 0.065% (n = 320,000); AID 2029; GFP response vs DMSO, % at 10 µM; S. cerevisiae CIT2-GFP strain, flow cytometry, 3 h; 100 means same as DMSO wells;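 active means GFP response relative to DMSO above a set limit, near the screen mean plus 3 SD, cut at about 150% in these data; inconclusive means Fewer than 70 cells measured for a yeast strain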;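 further: ratio of well median GFP fluorescence to mean of DMSO wells on the plate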
# MCL1-BIM inh – inhibitors of human MCL1 binding to BIM-BH3 peptide; inhibition, % at 10.9 µM; AID 2057; GST-MCL1 / FITC-Bim-BH3 fluorescence polarization; actives 0.68% (n = 320,000);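 active means inhibition above the mean inhibition of all tested compounds plus 3 SD, set per campaign, cut at about 40% in these data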;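 further: 0% = DMSO wells and 100% = unlabeled Bim-BH3 peptide control; higher means more loss of mP so more displacement of Bim peptide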
# GLD-1 TGE inh – GLD-1-TGE RNA interaction inhibition (C. elegans) | Q17339 | purified GLD-1 + fluorescein TGE RNA, fluorescence polarization | inhibition, % at 5.96 µM | actives 0.44% (n = 320,000);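 active means percent inhibition above a per-plate cutoff, the plate mean of test compounds plus 3 SD, cut at about 30% in these data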;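 further: 0% = DMSO wells with GLD-1 and probe and 100% = wells lacking GLD-1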
# Target sequence (Q17339 whole entry, looked up): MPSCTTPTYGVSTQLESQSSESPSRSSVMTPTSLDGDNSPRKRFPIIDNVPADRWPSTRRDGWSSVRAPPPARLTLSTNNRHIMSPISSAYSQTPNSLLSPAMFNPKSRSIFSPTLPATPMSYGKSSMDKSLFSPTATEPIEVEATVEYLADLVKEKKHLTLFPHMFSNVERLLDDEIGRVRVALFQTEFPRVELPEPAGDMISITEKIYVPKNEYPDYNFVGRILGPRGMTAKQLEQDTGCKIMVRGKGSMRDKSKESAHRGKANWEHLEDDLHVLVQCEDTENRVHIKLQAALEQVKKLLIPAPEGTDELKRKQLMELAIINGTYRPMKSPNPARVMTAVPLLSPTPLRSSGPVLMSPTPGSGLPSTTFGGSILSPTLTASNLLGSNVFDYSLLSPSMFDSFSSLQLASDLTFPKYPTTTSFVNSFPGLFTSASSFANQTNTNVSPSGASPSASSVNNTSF
# AGP1-GFP MLPCN – modulators of TOR pathway AGP1-GFP in S. cerevisiae; S. cerevisiae AGP1-GFP multiplex flow cytometry, 3 h; GFP as percent of DMSO wells; actives 0.02% (n = 320,000); AID 2066; GFP response vs DMSO, % at 10 µM;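 active means GFP response relative to DMSO above a set limit, near screen average plus 3 SD, cut at about 150% in these data; inconclusive means fewer than 70 cells counted for the yeast strain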;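 further: median GFP channel fluorescence of the gated AGP1 strain per well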
# * hit, by the source's call; ? = inconclusive; · = not tested or not shown.
SMILES,BCLXL inh,GRK2 aptamer HTS,Fam108B inh,MEX-5 binding,VLA-4 inh,CIT2 TOR yeast,MCL1-BIM inh,GLD-1 TGE inh,AGP1-GFP MLPCN
O=C(COc1coc(CN2CCc3ccccc32)cc1=O)N1CCCCC1,-9,7,-9,0.7,-5,91,-12,-1,95
CC(C(=O)O)N(c1ccccc1Cl)S(C)(=O)=O (stereo unspecified),4,0,1,·,10,87,11,4,86
CC(C)(NC(=O)N1CCCC1)c1cccc(C(C)(C)NC(=O)N2CCCC2)c1,2,1,-4,1.5,5,100,-3,1,103
CC(C)NC(=O)CN(c1cccc(Br)c1)S(C)(=O)=O,1,1,2,-4.0,1,104,3,-1,101
COc1cccc(CC(=O)Nc2nc3ccccc3[nH]2)c1,3,2,-2,-2.7,-40,106,0,3,106
O=C(Nc1cccc(Cl)c1)Nc1ccccc1C(=O)O,9,2,2,2.1,8,89,10,-4,98
Nc1nonc1-n1nnc(C(=O)N/N=C/c2cccnc2)c1-c1ccccc1,2,0,-4,1.7,-5,103,1,-6,102
O=C(N/N=C/c1cccs1)c1cc(-c2ccc3ccccc3c2)n[nH]1,-1,0,-23,0.6,13,95,0,7,92
COc1cc(OC)cc(C(=O)N[C@H](C(=O)Nc2cc(F)ccc2C)C(C)C)c1,4,1,-5,1.0,14,104,-7,0,98
COC(=O)c1ccc(OC)c(CN2CCCN(Cc3ccc(F)cc3)S2(=O)=O)c1,-10,7,-1,0.1,2,117,-10,3,106
Cc1nc2sc(C(c3ccco3)N3CC(C)OC(C)C3)c(O)n2n1 (stereo unspecified),1,0,0,-0.3,-3,97,4,-1,103
O=C(CS(=O)(=O)Cc1ccccc1)Nc1ccc(S(=O)(=O)N2CCOCC2)cc1,0,1,4,0.5,-34,99,-2,1,94
c1ccc(-c2ccccc2OCCCN2CCCC2)cc1,2,0,-7,-0.7,6,94,9,-2,91
Cc1ccc(CS(=O)Cc2ccc(C(=O)NC3CCCC(C)C3C)o2)cc1 (stereo unspecified),3,0,1,2.6,8,105,-2,0,104
CCCCNS(=O)(=O)c1ccc2nc(-c3cccnc3)cc(C(=O)NCCCN(CC)CC)c2c1,5,0,-3,-2.6,4,111,0,1,106
O=C(COC(=O)c1c(F)cccc1F)NCc1ccc2c(c1)OCO2,0,0,·,·,-4,103,9,-4,96
O=C(OCc1ccc(Cl)c(Cl)c1)c1ccc[nH]1,2,3,2,-3.0,6,93,-6,-5,91
O=C(CSc1nnc(-c2cccs2)n1Cc1ccco1)Nc1ccc2c(c1)OCO2,-2,0,0,-2.6,2,92,-2,5,·
O=C(Nc1cccnc1)c1ccc(CSc2ccccc2)cc1,6,2,-4,-0.1,18,96,9,-1,84
C=C1CCC(O)C2(C)CCC3C(C)C(=O)OC3C12O (stereo unspecified),4,2,-3,0.1,1,98,7,-1,96
c1ccc(CCn2nnnc2C(c2cccnc2)N2CCN(c3nc4ccccc4s3)CC2)cc1 (stereo unspecified),3,12,-2,-0.1,14,98,-1,4,97
COc1ccc(CNC(=O)/C=C/c2cc([N+](=O)[O-])ccc2OC(F)F)cc1,-2,0,0,-1.6,-8,108,0,0,106
O=[N+]([O-])c1ccc(NC(=S)N2CCc3ccccc3C2)cc1,4,0,-1,2.3,34,87,11,6,87
COC(=O)CNC(=O)C(Cc1c[nH]c2ccccc12)NC(=O)Oc1ccccc1 (stereo unspecified),8,1,0,-0.8,-6,104,0,4,104
C=C(C)C1(O)OC(=O)C=C1OC (stereo unspecified),4,2,0,-1.4,38,98,6,6,105
# Next structures.
SMILES,BCLXL inh,GRK2 aptamer HTS,Fam108B inh,MEX-5 binding,VLA-4 inh,CIT2 TOR yeast,MCL1-BIM inh,GLD-1 TGE inh,AGP1-GFP MLPCN
O=C(Cc1ccc([N+](=O)[O-])cc1)N/N=C/c1ccc([N+](=O)[O-])o1,4,0,1,1.2,-12,101,2,-2,92
CCOc1ccc(-n2cnnn2)cc1S(=O)(=O)NC1CC1,1,1,0,-5.1,18,103,3,7,101
C=C(c1ccccc1O)n1ccnc1,2,0,0,-1.1,-28,96,-7,1,95
Cc1ccc(C)n1-c1ccc(-c2nnco2)cc1,20,0,3,-0.8,4,105,22,9,99
COc1cc(C(C)=O)ccc1OCC(=O)Nc1ccccc1N1CCCCC1,-3,1,-4,3.2,-3,96,-7,-3,103
Cn1c(/C=C/N2CCOCC2)c(C(=O)c2ccc(Br)cc2)c(=O)n(C)c1=O,2,4,1,0.3,9,93,5,2,95
CCC(=O)c1ccc(SC(=O)N(C)C)cc1O,1,2,1,-1.9,7,101,6,9,105
O=C(Nc1ccc2c(c1)OCO2)c1ccc(S(=O)(=O)NCC2CCCO2)cc1 (stereo unspecified),5,1,3,0.1,11,103,11,7,·
CCN(C(=O)COC(=O)c1cc(OC)c(OC)cc1[N+](=O)[O-])C1CCS(=O)(=O)C1 (stereo unspecified),-6,0,0,-0.5,1,100,-3,1,93
CCOc1ccc(NC(=O)Nc2ccc(N(C)C(C)=O)cc2)cc1,-1,0,-4,-0.9,-7,97,2,5,96
CC(Oc1ccc2c3c(c(=O)oc2c1)CCCC3)C(=O)NCc1ccncc1 (stereo unspecified),-1,0,-2,-1.6,8,97,-7,7,92
C=CCNC(=S)N/N=C/c1ccc(C)s1,7,1,-2,-1.6,0,94,11,4,103
C#CCn1c2ccccc2c2nc3ccccc3nc21,-1,1,-8,1.3,-3,119,15,2,106
COc1ccccc1-c1nc2ccccc2c(=O)n1NC(=O)c1cccs1,0,0,-10,-1.8,-7,82,8,-2,90
CC(=O)c1cccc(NC(=O)c2ccc(N(Cc3ccc(C)cc3)S(C)(=O)=O)cc2)c1,-2,0,-13,-0.2,3,107,0,-3,·
Cc1ccc(CN2CCC(n3nccc3NC(=O)c3ccccc3C)CC2)o1,-6,0,-7,-4.1,3,97,-3,-13,97
Nc1nc(NCc2ccco2)nc(Nc2ccc(F)cc2)c1[N+](=O)[O-],2,1,-8,2.7,15,98,1,-4,103
O=S(=O)(NCC(c1ccco1)N1CCN(c2ccccc2F)CC1)c1ccc2c(c1)OCCO2 (stereo unspecified),4,0,-2,0.3,4,110,1,4,112
COc1ccc(C(CNC(=O)COc2ccc(F)cc2Cl)N2CCCCC2)cc1 (stereo unspecified),1,4,·,·,12,98,0,5,99
CCOC(=O)c1c(-c2ccccc2)[nH]c2ccc(O)cc12,3,1,0,-1.4,1,?,12,12,?
O=C(C[C@H]1C/C=C\C[C@H](NC(=O)OCC2c3ccccc3-c3ccccc32)C(=O)O[C@@H](c2ccccc2)CNC1=O)NCCO,·,5,·,·,16,94,·,0,83
CCOc1ccc2c(c1)c(=O)c(S(=O)(=O)c1ccc(C)cc1)cn2CC,1,0,0,5.3,-15,102,-2,0,102
COc1ccc(N2C(=O)c3ccccc3NC2(C)C)cc1,3,1,-2,1.0,6,93,4,-5,102
Cc1cccc([N+](=O)[O-])c1NC(=O)CN(Cc1ccccc1)Cc1ccccc1,2,0,-2,-0.9,·,100,-3,1,104
CC(C)(C)c1ccc(/C=C/C(=O)N2CCOCC2)cc1,5,1,2,0.1,13,89,12,0,90
# Other records follow:
SMILES,BCLXL inh,GRK2 aptamer HTS,Fam108B inh,MEX-5 binding,VLA-4 inh,CIT2 TOR yeast,MCL1-BIM inh,GLD-1 TGE inh,AGP1-GFP MLPCN
C[C@H]1CN(C2CCCCC2)C(=O)[C@@H]1CC(=O)NCc1ccccc1,9,0,2,3.9,-7,88,7,4,86
COc1ccc(OC)c(Nc2nc(N)nc(CSc3nnc(-c4ccncc4)o3)n2)c1,1,0,2,0.1,33,104,-2,5,105
Cc1ccc(-n2nc3c([n+]2[O-])CCc2nonc2-3)cc1,-1,0,2,-0.5,6,99,-5,-7,96
Nc1c(O)cccc1C(=O)O,21,1,1,-3.0,4,96,33,3,96
COC(=O)CC(=O)Cc1nc(N)nc(Nc2ccc(C)c(C)c2)n1,1,0,-1,1.0,-1,101,3,9,108
CCCCNS(=O)(=O)c1ccc(OCC(=O)OC)cc1,3,1,2,2.7,-8,108,-4,4,103
C[C@H](CO)N1C[C@H](C)[C@@H](CN(C)S(=O)(=O)c2cn(C)cn2)Oc2ccc(NC(=O)Nc3ccc4c(c3)OCO4)cc2C1=O,·,0,·,·,-2,100,·,2,108
Cc1ccc(S(=O)(=O)N2CCC(C(=O)OCC(=O)N(C)CC(=O)Nc3ccc(F)cc3)CC2)cc1C,-1,0,3,-2.5,15,89,-4,7,105
CCc1ccc(OCC(=O)NC(=S)Nc2ccc(C)cc2C)c(Br)c1,6,1,4,2.6,6,95,4,-5,97
Cc1c(-c2ccccc2)n[nH]c1C(=O)N=Nc1c(O)[nH]c2ccccc12,-5,3,-64,-1.7,-1,98,1,6,94
C=CCOC(=O)C1=C[C@@H](c2coc3ccccc3c2=O)[C@H](CCCO)[C@@H](OCC)O1,-1,0,0,1.1,37,97,-3,-5,107
Cc1occc1-c1nnc(SCC(=O)c2ccc(Cl)cc2)n1CC1CCCO1 (stereo unspecified),0,3,-2,-0.9,5,93,-4,-2,92
CCn1c(C)nc2cc(C(=O)NNC(=S)Nc3ccc(OC)cc3)ccc21,7,2,-2,-0.8,-4,90,9,6,96
CCC(NC(=O)c1cc(COc2cncc(Cl)c2)on1)c1ccncc1 (stereo unspecified),6,2,-2,-0.1,6,98,3,6,104
O=C(NC(=S)Nc1ccc(Cc2ccncc2)cc1)c1ccccc1F,6,0,0,0.6,-11,132,6,6,95
CC(=O)NC1=NN(C(C)=O)C2(S1)C(=O)N(CC(C)C)c1ccc(C)cc12 (stereo unspecified),11,0,0,0.7,-3,98,3,2,111
O=C(NC1CCCC1)C(c1ccc(Cl)cc1)N(Cc1ccc(F)cc1)C(=O)CCl (stereo unspecified),1,0,2,-0.9,1,93,-10,0,97
COc1cccc(NC(=O)Cn2nnc(C(=O)NCCc3ccccc3)c2N)c1,5,0,4,0.6,7,100,9,-12,104
COc1ccc(Sc2ncnc3onc(C)c23)cc1,0,0,1,1.9,3,82,0,-2,81
COC(=O)C(C)NC(=O)C(C)NC(=O)OCc1ccccc1 (stereo unspecified),4,2,-8,-1.3,-13,89,4,0,94
COc1ccc(-c2cc(C(=O)Nc3c(C)nn(Cc4ccccc4)c3C)no2)cc1,1,2,-3,-1.5,0,·,4,6,102
COc1ccc(S(=O)(=O)NCCc2nnc3ccc(SCC(=O)Nc4cc(C)on4)nn23)cc1,9,1,3,-1.1,-16,97,4,8,105
Cc1ccc(-n2c(N)c(Br)c(=O)[nH]c2=O)cc1C,2,3,-2,-2.4,-7,109,-3,8,125
Fc1ccc(-c2oncc2-c2nnnn2-c2ccccc2)cc1F,22,3,6,1.3,9,90,19,15,96
O=C(CCc1ccc(S(=O)(=O)NCCc2ccccc2)cc1)Nc1ccc2c(c1)OCCO2,6,3,2,1.3,11,88,8,2,113

# A draw from above in order of heavy-atom count, lowest first:
SMILES,BCLXL inh,GRK2 aptamer HTS,Fam108B inh,MEX-5 binding,VLA-4 inh,CIT2 TOR yeast,MCL1-BIM inh,GLD-1 TGE inh,AGP1-GFP MLPCN
C=CCNC(=S)N/N=C/c1ccc(C)s1,7,1,-2,-1.6,0,94,11,4,103
Cn1c(/C=C/N2CCOCC2)c(C(=O)c2ccc(Br)cc2)c(=O)n(C)c1=O,2,4,1,0.3,9,93,5,2,95
Nc1nonc1-n1nnc(C(=O)N/N=C/c2cccnc2)c1-c1ccccc1,2,0,-4,1.7,-5,103,1,-6,102
